# Compound activity deposited in PubChem BioAssay by Broad Institute.
# RAD54 inh – inhibitors of human RAD54 branch migration; RAD54 Holliday junction branch migration, FAM/BHQ fluorescence; inhibition, % at 10.4 µM; 0.14% of 360,000 active;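 active means mean normalized replicate activity at least 40 and at least half of replicates scoring 40 or more; inconclusive means only one of the two criteria met; inactive means mean below 40 and under half of replicates reaching 40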;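 further: 0% = median of neutral control wells and 100% = median of positive control wells; inhibitors cause a drop in the FAM fluorescence signal; in these data hits start at about 50%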
# RAD52 anneal inh – RAD52 (human) annealing inhibition; P43351; recombinant RAD52 DNA annealing, FRET fluorescence; inhibition, % at 18.7 µM; 0.46% of 360,000 active; AID 651710;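 active means every replicate showing at least 50% inhibition; inconclusive means mean inhibition at least 50% but not in every replicate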
# Casp6 inh – blocks human caspase-6 cleavage activity. purified caspase-6, Z-VEID-R110 cleavage fluorescence. AID 686996. 0.53% of 350,000 active. inhibition, % at 12.5 µM;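 active means mean inhibition across replicates at least about 35%, with every replicate also reaching that limit, limit read from the data; inconclusive means only one of the two criteria met; inactive means neither criterion met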;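 further: 0% = median of neutral control wells and 100% = no fluorescence left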
# esBAF inh – inhibitors of esBAF chromatin remodeling in mouse ES cells. Bmi1-luciferase knock-in reporter, 24 h; 100% = twice the neutral-well signal. reporter increase, % at 12.5 µM. 2% of 350,000 active; in the data active means activation above about 40%; inconclusive means no clear call, values can overlap the other calls;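 further: 0% = median of the plate's neutral control wells and 100% = double that signal; a rise in the Bmi1 reporter signal indicates esBAF inhibition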
# ARNT TACC3 PPI – disrupts binding between human ARNT and TACC3; AlphaScreen His-ARNT PAS-B/GST-TACC3 binding, luminescence; TACC3 fragment carries E629A point mutation; inhibition, % at 9.99 µM; 0.66% of 390,000 active; AID 623870;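 active means mean inhibition of replicates at least 50% and at least half of replicates each reaching 50%; inconclusive means half or more replicates reach 50% but mean below 50%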;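 further: 0% = complete ARNT plus TACC3 wells and 100% = ARNT alone without TACC3; many hits fall short of the cut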
# ERp5 inh – blocks human ERp5 reductase activity on insulin; AID 651711; inhibition, % at 9.99 µM; 0.05% of 350,000 active; ERp5 insulin aggregation, absorbance 650 nm, 90 min; Q15084;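 active means mean replicate inhibition above about 25%, with every replicate also reaching it, limit read from the data, passing the limit was not always enough; inconclusive means only one of those two criteria met; inactive means neither criterion met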
# Target sequence (Q15084 whole entry, looked up): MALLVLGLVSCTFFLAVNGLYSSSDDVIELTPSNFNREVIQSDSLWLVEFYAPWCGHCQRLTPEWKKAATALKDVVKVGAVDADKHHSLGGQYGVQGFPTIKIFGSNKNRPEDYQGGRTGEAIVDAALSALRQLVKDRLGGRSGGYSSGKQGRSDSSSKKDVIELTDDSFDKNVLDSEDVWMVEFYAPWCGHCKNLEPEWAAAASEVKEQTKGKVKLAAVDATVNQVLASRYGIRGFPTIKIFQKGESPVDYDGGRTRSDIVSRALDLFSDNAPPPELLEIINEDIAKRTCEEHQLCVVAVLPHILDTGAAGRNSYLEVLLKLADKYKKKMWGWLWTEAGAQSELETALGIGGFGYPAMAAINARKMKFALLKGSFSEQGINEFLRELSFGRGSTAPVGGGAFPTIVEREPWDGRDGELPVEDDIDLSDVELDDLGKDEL
# PglD inh – PglD (C. jejuni) enzyme inhibition. purified PglD enzyme, DTNB colorimetric CoA detection. inhibition, % at 12.5 µM. 0.098% of 360,000 active. AID 602405; in the data active means inhibition above about 16%, passing the limit was not always enough; inconclusive means no clear call, values can overlap the other calls; further: strong numbers were not always called active
# E-sel inducer – induces E-selectin expression in human endothelial cells | P16581 | HUVEC E-selectin immunofluorescence imaging; normalized: neutral wells 0, TNF-alpha wells 100 | activation, % at 7.58 µM | 0.37% of 260,000 active;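 active means mean E-selectin-positive cell signal at least 10% of the positive control, reached in at least 60% of replicates, without over 20% cell loss; inconclusive means no rule given, readout overlaps actives, possibly toxicity-flagged; inactive means the rest, including those meeting only one limit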;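 further: in these data hits start at about 27%; measured in HUVEC primary endothelial cells; signal is the percent of cells scored E-selectin positive by PE staining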
# Target sequence (P16581 whole entry, looked up): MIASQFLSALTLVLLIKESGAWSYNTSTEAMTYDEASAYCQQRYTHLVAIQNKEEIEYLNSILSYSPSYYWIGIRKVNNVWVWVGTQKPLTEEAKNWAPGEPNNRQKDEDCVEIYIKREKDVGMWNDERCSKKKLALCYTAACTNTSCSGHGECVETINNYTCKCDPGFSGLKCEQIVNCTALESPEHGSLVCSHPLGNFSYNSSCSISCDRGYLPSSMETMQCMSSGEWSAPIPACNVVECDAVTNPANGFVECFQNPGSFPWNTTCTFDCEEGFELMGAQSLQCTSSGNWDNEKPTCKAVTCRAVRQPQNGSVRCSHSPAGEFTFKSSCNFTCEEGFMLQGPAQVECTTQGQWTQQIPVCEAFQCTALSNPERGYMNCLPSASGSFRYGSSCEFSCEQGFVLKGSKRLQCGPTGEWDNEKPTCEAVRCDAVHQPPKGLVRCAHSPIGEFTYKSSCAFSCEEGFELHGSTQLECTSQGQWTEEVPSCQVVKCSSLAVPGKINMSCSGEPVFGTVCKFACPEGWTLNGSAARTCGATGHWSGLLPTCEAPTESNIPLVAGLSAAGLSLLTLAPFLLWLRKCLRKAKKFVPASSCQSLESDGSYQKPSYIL
#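 Assay system: HUVEC primary endothelial cells. Input: 3,000 HUVEC seeded per well. Doses: one compound dose added by pin transfer. Read-out basis: % PE-positive cells. Benchmarks: TNF-alpha high, DMSO low. Detection: immunofluorescence imaging. Buffer or medium: EGM-2, gelatin.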
# * hit, by the source's call; ? = inconclusive; · = not tested or not shown; & = joins results of further samples.
SMILES,RAD54 inh,RAD52 anneal inh,Casp6 inh,esBAF inh,ARNT TACC3 PPI,ERp5 inh,PglD inh,E-sel inducer
O=S(=O)(NC1c2cccc3cccc(c23)C1N1CCN(CCO)CC1)c1ccccc1 (centres undefined),12,·,·,-7,4,·,12,·
O/N=C/c1ccc2ccccc2n1,-2,-8,5,·,1,-7,-4,-0.1
CCCN(C(=O)c1cc(Cl)nc2ccccc12)c1c(N)n(Cc2ccccc2)c(=O)[nH]c1=O,4,-10,2,4,-4,4,3,0.0
CCNC(=O)COC(=O)c1cc(=O)[nH]c2ccccc12,-5,·,·,2,-4,·,-1,·
O=C(c1nc2ccc(Cl)cn2c1CNCC[C@@H]1C[C@@H]2C=C[C@H]1C2)N1CCCCCCC1,6,-19,3,-1,-20,6,-5,·
CCOC(=O)N1CCC(Nc2cc(C)nc3c(-c4ccccc4OC)c(C)nn23)CC1,-3,-18,1,2,37,8,6,0.3
COc1ccc(C2=NN(C(=O)CSc3ncccn3)C(c3ccc(OC)cc3)C2)cc1 (centres undefined),·,-58,-3,·,9,?,·,0.2
O=C1O[C@H](c2ccccc2)[C@H](c2ccccc2)N2[C@H]1[C@@H](C(=O)N1CCN(c3ncccn3)CC1)[C@]1(C(=O)Nc3ccc(C#CC4(O)CCCCCC4)cc31)[C@H]2c1ccc(OCCO)cc1,-9,11,0,·,21,1,-1,·
O=C(COC(=O)/C=C/c1ccc(Cl)cc1Cl)Nc1cccc(S(=O)(=O)NC2=NCCC2)c1,-3,-110,-1,-5,·,3,6,-0.1
CSCCC(NC(=O)OCc1ccccc1)C(=O)NC(Cc1c[nH]c2ccccc12)C(=O)O (centres undefined),·,5,-3,·,·,1,·,-0.1
O=C(CCn1c(=O)oc2ccc(Cl)cc21)N1CCN(c2ccccc2)CC1,10,-19,3,4,4,0,-11,1.4
C[C@H]1CN([C@@H](C)CO)C(=O)c2cc(NC(=O)Cc3cn(C)c4ccccc34)ccc2O[C@H]1CN(C)Cc1ccc(C(=O)O)cc1,-4,-2,2,2,-7,8,-2,1.6
O=C1CCN(Cc2ccccc2)C=C1c1cccc(O)c1,-2,-9,-1,3,-7,3,2,-0.1
COc1ccc(C(=O)Nc2cc(C)on2)cc1[N+](=O)[O-],·,-22,1,·,-4,4,·,·
COc1ccc(-c2nc(SCC(=O)Nc3cccc(S(N)(=O)=O)c3)n[nH]2)cc1,-4,-6,2,-13,-2,-5,-1,-0.1
Cc1ccn2c(NC(=O)c3ccccc3)c(-c3ccccc3)nc2c1,1,-11,5,17,-2,-3,-6,·
O=C(c1ccc(Cl)cc1)C(CN1CCCC1)c1ccccc1 (centres undefined),-6,10,-92,3,-2,1,-2,·
Cc1ccc(NC2c3ccccc3C(=O)N2c2cccnc2)cc1 (centres undefined),7,-3,-2,-1,2,2,3,2.5
C/C(=N/NC(=O)CNC(=O)COc1ccccc1)c1ccco1,·,-6,-4,·,-7,-1,·,·
COc1ccc(-c2cc3ccccc3oc2=O)cc1,-4,-12,-2,·,-4,-7,-3,-0.2
CC1(C)CC(OC(=O)c2ccccc2)CC(C)(C)N1,0,-2,0,-12,-8,-5,4,·
COC(=O)C[C@H]1C[C@H]2c3cc(NC(=O)CN(C)C)ccc3O[C@H]2[C@@H](CO)O1,6,13,1,7,-2,1,7,0.6
COc1ccc(CNC(=O)c2cnc(C)cn2)c(OC)c1,-6,·,·,-6,-14,·,1,·
CCN(CC)C(=O)C(Oc1ccc(C)nc1[N+](=O)[O-])c1ccccc1 (centres undefined),-4,-5,2,-8,6,7,0,·
CCOc1ccc2sc(NS(=O)(=O)c3ccc(OC)c(OC)c3)nc2c1,5,·,·,3,2,·,3,·
COc1ccc(-c2cc(C(F)F)n3ncc(C(=O)NCCCN4CCCC4=O)c3n2)cc1,5,0,-1,-7,0,8,2,-0.1
CN/N=C/c1ccc(C#N)cc1,·,-6,-1,·,6,8,·,8.5
O=C(Oc1ccccc1Cl)c1ccccc1,-10,-3,-1,9,13,-2,0,·
Cc1ccc(C(=O)N[C@H](C(=O)Nc2sccc2C(N)=O)C(C)C)cc1,-3,-27,-2,12,-9,-7,-20,·
CC(C)CNC(=O)CN1c2cccc3cccc(c23)S1(=O)=O,-9,-13,1,2,13,1,6,-0.1
CC1OC(C)(C)OC1C1CNc2nc(NC(=O)C(C)(C)C)[nH]c(=O)c2N1C(=O)c1cccnc1 (centres undefined),4,·,·,·,-5,·,0,22
O=c1[nH]c(CSc2cccc[n+]2[O-])nc2ccccc12,·,-10,2,·,-3,-5,·,5.1
Cc1onc(-c2ccccc2)c1C(=O)N/N=C/c1cc2c(cc1Cl)OCO2,·,-10,-1,·,-6,-3,·,0.1
O=c1c(-c2ccc3c(c2)OCCO3)coc2cc(OC3OC(CO)C(O)C(O)C3O)ccc12 (centres undefined),-31,-14,5,-4,25,0,-9,-0.4
O=c1cc(Cl)[nH]n(-c2ccccc2)c1=O,-5,-9,-2,0,-2,0,6,0.1
O=C(COC(=O)c1cncc(Br)c1)NCc1ccc(F)cc1,-1,-13,12,2,-6,-1,5,2.6
Cc1ccccc1Cn1c(-c2ccc(=O)[nH]c2)nc2ccccc21,-2,-5,0,-10,0,0,0,0.0
C[C@@H]1CCCCO[C@H](CN(C)C(=O)NC2CCCCC2)[C@H](C)CN([C@H](C)CO)C(=O)c2cc(NS(=O)(=O)c3ccc(F)cc3)ccc2O1,-1,-1,0,11,-6,2,0,·
CC(NS(=O)(=O)c1ccc(N)cc1)C1CC2CCC1C2 (centres undefined),·,-28,10,-2,-8,6,·,·
CCN(c1ccccc1)S(=O)(=O)c1ccc(N)cc1,-5,-22,-1,1,-20,-4,8,·

# Continued, starting with the last 2 of the part before.
SMILES,RAD54 inh,RAD52 anneal inh,Casp6 inh,esBAF inh,ARNT TACC3 PPI,ERp5 inh,PglD inh,E-sel inducer
CC(NS(=O)(=O)c1ccc(N)cc1)C1CC2CCC1C2 (centres undefined),·,-28,10,-2,-8,6,·,·
CCN(c1ccccc1)S(=O)(=O)c1ccc(N)cc1,-5,-22,-1,1,-20,-4,8,·
C[C@@H]1CN([C@H](C)CO)C(=O)c2cc(NS(=O)(=O)c3cn(C)cn3)ccc2O[C@H]1CN(C)C(=O)Nc1ccccc1,-2&3,-3&-12,1&0,-1&1,-1&1,3&-2,-2&-3,-0.1&0.9
CC(C)CC#Cc1ccc([C@@H]2[C@H](CO)N3C(=O)CN(C(=O)c4ccc5c(c4)OCO5)C[C@@H]23)cc1,·,-18,1,·,·,2,·,-0.2
O=C(Nc1ccnc(-c2ccncc2)n1)c1ccc(Cl)cc1,5,-13,-6,0,-1,-3,0,·
O=C(C[C@@H]1C/C=C\C[C@H](Cc2ccc(F)cc2)C(=O)OC[C@H]2CCCN2C1=O)N[C@H](CO)Cc1ccccc1,-7,-11,·,0,-15,3,-1,-0.9
Cc1cnc(C(=O)OCC(=O)NCc2ccccc2)cn1,-3,·,·,-5,2,·,5,·
C[C@@H]1CN([C@H](C)CO)C(=O)c2cccc(NC(=O)Nc3ccc(F)cc3)c2O[C@H]1CN(C)C,3,1,0,-3,-1,2,5,0.0
Brc1ccc(-c2csc(Nc3nc(-c4ccc(Br)cc4)cs3)n2)cc1,2,-11,-1,6,-7,-3,-3,3.5
COc1ccc(NC(=O)c2ccc(-n3nc(C)cc3C)cc2)cc1OC,-10,·,·,24,-2,·,4,·
O=C([C@H]1[C@H](CO)[C@H]2Cn3c(ccc(-c4ccccc4)c3=O)[C@@H]1N2CCC(F)(F)F)N1CCOCC1,-7,0,·,-1,·,2,6,-0.4
CCCC(C(=O)NC1CCCCC1)N(CC1CCCO1)C(=O)CNS(=O)(=O)c1ccc(F)cc1 (centres undefined),5,·,·,-2,16,·,-3,·
C[C@@H]1CN([C@H](C)CO)C(=O)c2cc(-c3cccc(F)c3)cnc2O[C@@H]1CN(C)C(=O)c1cnccn1,-2,9,1,-6,-8,3,0,0.0
CC(C)CCn1c(NCCc2ccccc2)nc2c1c(=O)n(C)c(=O)n2C,3,-15,1,-25,-1,1,-7,-0.2
Cc1cccc(C)c1NC(=O)COC(=O)Cc1ccsc1,·,-6,0,·,-2,-2,·,·
Cc1cccc2cc(CN(Cc3nnnn3Cc3ccco3)C3CCCC3)c3nnnn3c12,-10,·,·,5,-4,·,1,·
Cc1c(C(=O)Nc2nnc(C3CC3)s2)oc2ccccc12,6,-18,-2,53*,·,3,-6,1.8
C[C@H]1CCCCO[C@@H](CN(C)C(=O)Nc2ccc3c(c2)OCO3)[C@@H](C)CN([C@@H](C)CO)C(=O)c2cc(NS(=O)(=O)c3ccc(F)cc3)ccc2O1,0,·,·,0,4,·,2,0.9
CN(Cc1ccccc1)S(=O)(=O)c1ccc2c(c1)n(C)c(=O)n2C,-7,·,·,-1,30,·,5,·
O=C(Nc1ccc2c(c1)OCCO2)C(CCc1ccccc1)N(Cc1ccccc1)Cc1ccccc1 (centres undefined),7,-10,0,1,·,-6,2,2.4
C[C@@H]1CN([C@H](C)CO)C(=O)c2cccc(NC(=O)C3CCCCC3)c2O[C@@H]1CN(C)S(=O)(=O)c1ccc(F)cc1,11,11,0,-2,-5,-5,-1,-0.5
Cc1cc(C)c(C#N)c(OCC(=O)c2ccccc2)n1,-1,·,·,2,-19,·,0,·
C[C@H]1CN([C@@H](C)CO)C(=O)c2cc(-c3ccc(C#N)cc3)cnc2O[C@@H]1CN(C)CC1CCOCC1,5,-5,-1,4,4,0,4,-0.1
CC(Oc1ccc(F)cc1)C(=O)Nc1ccccc1N1CCCCC1 (centres undefined),-15,-34,3,-3,-7,-9,-2,-0.5
O=C(c1ccccn1)N1CC(=O)N2[C@@H](CO)[C@@H](c3ccc(C#CCc4ccccc4)cc3)[C@@H]2C1,·,-4,1,·,·,5,·,0.1
CCOC(=O)C1CCCN(C(=O)COc2ccc(C(=O)c3ccccc3)cc2)C1 (centres undefined),-1,5,0,0,5,-7,1,3.0
Cc1cc(C)c(S(=O)(=O)/N=C2\C=C(NS(=O)(=O)c3ccccc3)C(=O)c3ccccc32)c(C)c1,7,-11,19,3,-6,-5,0,·
FC(F)C(F)(F)Oc1cccc(Nc2nccn3c(-c4ccc5ccccc5c4)cnc23)c1,3,-14,-1,9,·,5,2,0.7
O=C(C[C@H]1CC[C@@H](NC(=O)c2ccc3c(c2)OCO3)[C@@H](CO)O1)NCc1ccc(Oc2ccccc2)cc1,-5,7,1,8,-5,-3,2,0.0
COCCNC(=S)N(CCc1c(C)[nH]c2ccc(F)cc12)Cc1ccc(C)cc1,-5,-13,0,-7,10,0,-5,0.7
CCCNC(=O)N(C)C[C@@H]1Oc2ncc(C#CCC3CCCC3)cc2C(=O)N([C@H](C)CO)C[C@@H]1C,0,-3,2,0,-4,-7,2,-0.1
Cc1ccc(S(=O)(=O)N2C[C@H]3N(C(=O)OC(C)C)N(C(=O)OC(C)C)C[C@H](OC(=O)Nc4c(C)noc4C)[C@@]3(O)C2)cc1,-3,-3,1,1,·,3,-1,0.0
CCc1c(C)sc(NC(=O)c2ccoc2C)c1C(N)=O,-8,-7,4,14,-1,4,-1,-0.4
CC(=O)Nc1ccc(NC(=O)COC(=O)[C@@H]2CCCN2C(=O)c2cccs2)cc1,-1,-11,3,-10,2,1,3,-0.1
COc1ccc(Cl)cc1S(=O)(=O)NCc1cccnc1,-2,·,·,-2,-11,·,4,·
